Compound activity (PubChem)
ELG1 repair inh = ELG1-dependent DNA repair inhibition; Potency, µM (top dose mostly 46.1 µM), without a hit: top-dose activity change, negative = inhibition, hits mostly inhibitors; HEK293T ELG1-luciferase reporter, luminescence, 16 h; DNA damage induced by 5-fluorouridine; 330,000 tested, 2.3% active; also: potency is read from the fitted curve at half-maximal effect; % is scaled to controls: 0 for no effect and ±100 for the full control effect; nearly all actives have a fitted effect of over 55% in size
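Reporter activity after DNA damage by 5-fluorouridine is monitored. Compound-treated cells incubate 16 hr at 37 °C, then ONE-Glo is added for 30 min before luminescence reading.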
USP2a block = inhibitors of human ubiquitin-specific protease USP2a; 330,000 tested, 0.01% active; Potency, µM (doses to about 38.3 µM), for inactives: at the highest dose activity change, negative = inhibition, most hits filed as inhibitors; USP2 core, Ub-CHOP2 coupled fluorogenic reporter, 485/531; O75604;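 also: potency is read from the fitted curve at half-maximal effect; plate controls were DMSO wells for no effect and full inhibition by NEM control for full effect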
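Deubiquitinase activity read as fluorescence (485/531 nm) after Ub-CHOP2 cleavage activates the enterokinase reporter on its substrate; USP2 core 10nM, Ub-CHOP2 and substrate 25nM each, 30min compound preincubation then 60min RT; data normalized to NEM, curves fitted.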
BCR signal inh = blocks chronic active B-cell receptor signaling; ABC-DLBCL IkBa-CBG/CBR reporter, luminescence ratio, 4 h; Potency, µM (titrated, usually from 46.1 µM), for inactives: at the top dose ratio change, negative = lower green/red ratio, usual class: inhibitors; AID 493014; 340,000 tested, 0.05% active; active = well fitted inhibition curve with a large enough effect in the signal ratio, with a control signal flat, not every such curve was filed as active; inconclusive = small, poorly fitted or top-dose-only effect, or effect the other way, or a change in a side signal; the % refers to the signal ratio;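 also: potency is read from the fitted curve at half-maximal effect; plate controls were basal doxycycline-induced cells for no effect and cells given 10 µM MG132 for full effect; MG132 reads +100%, hits lower the ratio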
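Cell line TMD8 (human ABC DLBCL), stably expressing tet-inducible CBG68-IkBa fusion and CBR; IMDM/0.5% FBS; cpd up to 46 uM; dox induction, 4 h, 37C/5% CO2; dual luminescence; green/red ratio; MG132 control.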
Mito fusion yeast = inhibitors of mitochondrial division or activators of mitochondrial fusion. Potency, µM (series often up to 46.1 µM), for the others: at the highest dose growth rescue (activation), actives largely listed as activators. S. cerevisiae fusion-defective mutant growth rescue, CellTiterGlo 48 h. 320,000 tested, 0.23% active;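 also: potency is read from the fitted curve at half-maximal effect; % of control where 0% means no effect; nearly all actives have a fitted effect of over 45% in size; temperature-sensitive fusion mutants such as fzo1-1 at 37 °C on non-fermentable ethanol glycerol medium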
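Growth-rescue viability read-out: after 48 h at the non-permissive 37C in glycerol/ethanol YPEG, yeast mitochondrial fusion mutants are measured by CellTiterGlo luminescence; compounds (23 nl pinned per well) restoring growth score as division inhibitors or fusion activators.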
TCR act = activators of T cell receptors. Potency, µM (doses to about 9.22 µM), for inactives: top-dose activation of IL-2 secretion, usual class: activators. AID 504894. 330,000 tested, under 10 active. primary human leukocytes, anti-CD3, IL-2 HTRF, 48 h; also: % of control where 0% means no effect
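IL-2 release read by HTRF sandwich (Eu cryptate donor, d2 acceptor, 665 nm emission) after 48 hr exposure of primary human leukocytes to compound together with anti-CD3 beads in the absence of co-stimulatory signals.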
uPA generation = cell surface uPA generation inhibition | cell surface uPA generation assay, qHTS | Potency, µM (titrated, usually from 38.3 µM), for inactives: at the highest dose activity change, negative = inhibition, hits mostly inhibitors | 330,000 tested, 0.31% active | AID 540303; active = well fitted inhibition curve with a large enough effect; inconclusive = small, poorly fitted or top-dose-only effect; inactive = no such curve, though single readings can be large or run the other way; tested in mouse RAW 264.7 cells; also: potency is read from the fitted curve at half-maximal effect; % is scaled to controls: 0 for no effect and ±100 for the full control effect; nearly all actives have a fitted effect of over 55% in size
TSHR antag = human thyrotropin receptor antagonism. P16473. TSHR-expressing cells, TSH-stimulated cAMP HTRF, 2 h; active compounds read low. activity change, negative = inhibition, % at 11.5 µM. 330,000 tested, 0.2% active. AID 504810;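 active = activity change below a set negative limit, meaning inhibition stronger than a set level, cut at about -70% in these data; inconclusive = activity change between two set negative limits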; also: % is scaled to controls: 0 for no effect and ±100 for the full control effect
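Competitive HTRF cAMP read-out (cryptate anti-cAMP antibody, cAMP-d2; 30 min, room temperature) in freshly harvested TSHR cells. Compounds added before TSH at EC80 (4nM final), followed by 2 hours' incubation at 37 deg C.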
B2AR arrestin = beta2AR (human) beta-arrestin recruitment activity; P07550; beta-arrestin recruitment to beta2AR, cell-based reporter; Potency, µM (top dose mostly 46.1 µM), inactives show at the highest dose activation, actives largely listed as activators; 330,000 tested, 0.02% active; AID 492947;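 also: potency is read from the fitted curve at half-maximal effect; 0% = DMSO controls and full agonism = EC100 isoproterenol or metaproterenol; nearly all actives have a fitted effect of over 65% in size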
PTAP TSG101 blk = blocks PTAP/TSG101 interaction to inhibit HIV-1 budding; Q99816; Fluorescence polarization, FITC-PTAP peptide / Tsg101 binding; Potency, µM (highest dose often 115 µM), for the others: top-dose activity change, negative = inhibition, most hits filed as inhibitors; 340,000 tested, under 10 active; AID 493005; active = well fitted inhibition curve with a large enough effect in the main read-out, with a control signal flat, not every such curve was filed as active; inconclusive = small, poorly fitted or top-dose-only effect, or effect the other way, or a change in a side signal; inactive = no such curve, though single readings can be large or run the other way; also: potency is read from the fitted curve at half-maximal effect; % of control where 0% means no effect
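Fluorescence anisotropy tracks displacement of a FITC-tagged PTAP peptide (50 nM) from the Tsg101 binding domain (10 uM), following a 20 min room-temperature incubation at pH 7.5.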
Tb PFK block = inhibitors of T. brucei phosphofructokinase. T. brucei PFK, ADP-Glo luminescence. Potency, µM (titrated, usually from 57.5 µM), without a hit: at the top dose activity, negative = inhibition, actives largely listed as inhibitors. 330,000 tested, 0.17% active;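 also: potency is read from the fitted curve at half-maximal effect; 0% = uninhibited 1x PFK enzyme wells and -100% = no-enzyme wells; nearly all actives have a fitted effect of over 60% in size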
Target sequence (O15648 whole entry, looked up): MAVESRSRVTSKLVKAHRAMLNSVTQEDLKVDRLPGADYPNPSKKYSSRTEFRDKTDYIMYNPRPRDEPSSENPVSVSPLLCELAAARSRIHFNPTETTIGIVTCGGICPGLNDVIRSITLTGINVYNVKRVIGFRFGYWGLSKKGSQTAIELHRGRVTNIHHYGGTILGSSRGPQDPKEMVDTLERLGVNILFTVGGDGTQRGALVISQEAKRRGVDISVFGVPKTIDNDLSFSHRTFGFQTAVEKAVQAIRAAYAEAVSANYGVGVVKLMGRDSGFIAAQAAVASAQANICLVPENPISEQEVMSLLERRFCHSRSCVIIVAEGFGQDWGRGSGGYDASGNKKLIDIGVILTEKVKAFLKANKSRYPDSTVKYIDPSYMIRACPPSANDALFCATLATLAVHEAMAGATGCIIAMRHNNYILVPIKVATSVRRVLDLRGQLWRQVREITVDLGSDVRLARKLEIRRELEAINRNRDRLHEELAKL
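Activity is normalized to no-enzyme wells (full inhibition) and 1.25 nM enzyme wells (no inhibition). Reaction: 0.5 mM F6P, 0.1 mM ATP, 45 min RT, ADP-Glo luminescence; concentration-response curves fitted and classed by quality.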
Eya2 inh = blocks the phosphatase activity of human Eya2; O00167; recombinant Eya2, OMFP fluorescence dephosphorylation (OMFP is methylfluorescein phosphate); Potency, µM (titrated, usually from 76.9 µM), for the others: top-dose activity, negative = inhibition, usual class: inhibitors; 330,000 tested, 0.006% active; AID 488837; also: potency is read from the fitted curve at half-maximal effect; % is scaled to controls: 0 for no effect and ±100 for the full control effect
Target sequence (O00167 whole entry, looked up): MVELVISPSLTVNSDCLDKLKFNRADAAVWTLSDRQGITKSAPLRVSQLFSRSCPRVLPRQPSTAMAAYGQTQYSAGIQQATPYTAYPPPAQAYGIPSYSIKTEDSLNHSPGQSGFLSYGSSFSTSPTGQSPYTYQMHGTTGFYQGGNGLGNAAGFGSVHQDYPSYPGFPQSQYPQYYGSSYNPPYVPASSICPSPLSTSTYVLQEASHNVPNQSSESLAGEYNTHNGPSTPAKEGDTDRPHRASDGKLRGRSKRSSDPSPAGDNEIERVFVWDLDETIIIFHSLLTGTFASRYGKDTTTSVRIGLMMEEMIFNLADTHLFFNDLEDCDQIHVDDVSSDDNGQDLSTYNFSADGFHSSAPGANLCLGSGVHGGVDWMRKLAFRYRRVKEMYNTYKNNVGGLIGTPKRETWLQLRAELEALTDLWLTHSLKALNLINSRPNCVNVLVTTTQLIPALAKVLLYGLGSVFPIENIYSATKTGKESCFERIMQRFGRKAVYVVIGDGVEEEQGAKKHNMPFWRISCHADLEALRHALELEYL
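Eya2 (0.2 uM) preincubated 10 min at ambient with compound, then OMFP substrate added at 50 uM; 10 min reaction in 50 mM HEPES pH 7.5, 50 mM NaCl, 5 uM MgCl2, 0.05% BSA, 1 mM DTT. Fluorescence read at Ex 485/Em 525 nm.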
An asterisk follows results filed as active; ? = inconclusive; . = no result given; [ ] = dose if it differs, or a comment. Unless noted, calls follow the shape of the dose curve; as a rule, active = well fitted curve in the direction sought with a large enough effect; inconclusive = small, poorly fitted or top-dose-only effect, or another doubt; inactive = no such curve, though single readings can be large; an effect the other way counts as inactive or inconclusive. Not a hit list, and some 3% of all compounds hit somewhere here.

SMILES | ELG1 repair inh | USP2a block | BCR signal inh | Mito fusion yeast | TCR act | uPA generation | TSHR antag | B2AR arrestin | PTAP TSG101 blk | Tb PFK block | Eya2 inh
Nc1cccc(CCc2nc3cc4ccccc4cc3[nH]2)c1 | ? | 1% | ? | 20µM* | 2%[46.1 µM] | -8% | -10 | 0.1% | 0% | 0% | -18%
O=S(=O)(NCc1ccco1)c1ccc(S(=O)(=O)N2CCCC2)cc1 | 9% | 1% | ? | 9% | 3% | -1% | 0 | 0.3% | -2% | 0% | 1%
O=C(Cn1nnc(-c2ccc(Cl)cc2)n1)NC1CC2CCC1C2 (configuration not stated) | -2% | -1% | -3% | -4% | -2% | 0% | -20 | 0.0% | -3% | -4% | 16%
CCOC(=O)C(O)(C1C(=O)CC(C)(C)CC1=O)C(F)(F)F (configuration not stated) | -2% | -1% | -5% | -2% | -1% | 7% | 6 | -1.0% | -2% | 0% | -3%
COc1cccc(C(=O)NC(=S)Nc2ccccc2N2CCCC2)c1 | -14% | 0% | -1% | 3% | -1% | -5% | 7 | -0.5% | -1% | -10% | -2%
COC(=O)Nc1nc2ccc(-c3n[nH]c(=O)c4ccccc34)cc2[nH]1 | ? | -1% | 0% | -38%[inhibitor] | 0%[46.1 µM] | -11% | 3 | -1.2% | -2% | -9% | 1%
CC(=O)Nc1ccc(Nc2cc(C)nc3c(-c4ccc(Cl)cc4)c(C)nn23)cc1 | -15% | 3% | ? | -2% | 8%[46.1 µM] | -3% | -32 | -0.2% | -3% | 0% | -3%
CC(Cc1ccccc1)NC(=O)C1(c2ccccc2)CCOCC1 (configuration not stated) | 7% | 3% | 0% | 6% | 3% | -2% | 2 | 0.1% | -5% | -2% | 6%
CCc1ccc(Nc2n[n+](-c3ccccc3)c(-c3ccc(N(CC)CC)cc3)s2)cc1 | -3% | -10% | -10% | -9% | 2% | ? | -2 | -0.7% | ? | 3% | 11%
CC(C)(C)c1ccc(CN2C3=NCCCN3c3ccccc32)cc1 | -22% | -4% | ? | -3% | 8%[46.1 µM] | -18% | 12 | -0.1% | -8% | 3% | -6%
COc1ccc(CCNc2nc(-c3cccnc3)cs2)cc1OC | ? | 1% | -2% | -2% | -1% | -3% | -20 | 0.0% | 0% | 2% | 10%
Cc1csc(NC(=O)CSc2nnc3ncccn23)n1 | -11% | 4% | 2% | -1% | -5% | . | 8 | 0.0% | -6% | 4% | -1%
CCOC(=O)COn1c(=O)c(=O)n(OC)c2ccccc21 | -7% | -3% | ? | -4% | 1% | 0% | 16 | -0.1% | -3% | 10% | -3%
COc1ccc2[nH]c(C(=O)N3CCC(CO)(Cc4cccc(C(F)(F)F)c4)CC3)c(C)c2c1 | -15% | -1% | 1% | -20% | -1% | 12% | 4 | 0.1% | 0% | -1% | -5%
Cc1nonc1NC(=O)CSc1nnc(-c2ccoc2C)n1-c1cccc(Cl)c1 | -19% | 0% | 11% | -3% | 7%[46.1 µM] | 1% | 0 | 0.0% | -9% | -4% | -4%
CN(C)C(=O)c1cc(C(=O)c2ccc(C(F)(F)F)cc2)c[nH]1 | ? | 0% | ? | -6% | 3% | 12% | 0 | -1.1% | -4% | -1% | -3%
O=C(CN(C(=O)CCC(=O)Nc1nccs1)c1cccc(F)c1)NCc1ccccc1 | 10% | 1% | 1% | 4% | 3% | 0% | -7 | -0.3% | -4% | 2% | -18%
Cc1cc(OCCOc2cccc3cccnc23)cc(C)c1Cl | -7% | 2% | ? | 13% | -16% | 14% | 9 | -0.2% | -1% | -3% | 8%
CCCCN(C(=O)C1CCC1)c1c(N)n(CCC)c(=O)[nH]c1=O | 8% | 1% | -2% | -7% | -3% | -1% | 17 | -0.2% | 4% | ? | 5%
COc1cccc(-c2ccc(NC(=O)C3CCCN(Cc4ccc(CO)o4)C3)cc2)c1 (configuration not stated) | 0% | -5% | 0% | -4% | -4% | 3% | -17 | 4.9% | -1% | 2% | 0%

3 records picked at random from the list so far:
SMILES | ELG1 repair inh | USP2a block | BCR signal inh | Mito fusion yeast | TCR act | uPA generation | TSHR antag | B2AR arrestin | PTAP TSG101 blk | Tb PFK block | Eya2 inh
CCCCN(C(=O)C1CCC1)c1c(N)n(CCC)c(=O)[nH]c1=O | 8% | 1% | -2% | -7% | -3% | -1% | 17 | -0.2% | 4% | ? | 5%
CC(C)(C)c1ccc(CN2C3=NCCCN3c3ccccc32)cc1 | -22% | -4% | ? | -3% | 8%[46.1 µM] | -18% | 12 | -0.1% | -8% | 3% | -6%
COc1cccc(-c2ccc(NC(=O)C3CCCN(Cc4ccc(CO)o4)C3)cc2)c1 (configuration not stated) | 0% | -5% | 0% | -4% | -4% | 3% | -17 | 4.9% | -1% | 2% | 0%

Going on with the list:
SMILES | ELG1 repair inh | USP2a block | BCR signal inh | Mito fusion yeast | TCR act | uPA generation | TSHR antag | B2AR arrestin | PTAP TSG101 blk | Tb PFK block | Eya2 inh
CCOC(=O)N1CCN(c2cc(N3CCN(CC)CC3)c(F)cc2[N+](=O)[O-])CC1C (configuration not stated) | -10% | 0% | ? | -14% | 4% | . | 16 | -0.3% | -7% | 0% | -6%
CCCN(CCC)C(=O)CSc1nc2n[nH]c(C)c2c(=N)n1-c1ccc(OCC)cc1 | ? | -6% | ? | 2% | 0% | -13% | -38 | 0.2% | -2% | 19% | -11%
C=CCN1C(c2ccccc2)=CS/C1=C(\C#N)c1nnc2n1CCCCC2 | 11µM* | 0% | -4% | -17% | 1% | 12% | 7 | 0.3% | -5% | 3% | 1%
O=C(CSCc1ccco1)Nc1cc(C(F)(F)F)ccc1N1CCOCC1 | 19% | 1% | 1% | -2% | 2% | -1% | -11 | 0.0% | -7% | -6% | -1%
CCc1cc2c(-c3ccccc3)cc(=O)oc2c(CN2CCOCC2)c1O | -8% | -1% | 0% | ? | 4% | 2% | -4 | -0.1% | -3% | -2% | -3%
CC1(c2ccc(OC(F)F)cc2)NC(=O)N(CC(=O)NC2CCCC2)C1=O (configuration not stated) | 7% | -2% | -3% | -1% | 0% | 7% | -12 | 0.2% | 3% | -2% | -8%
O=C(CSc1ccccn1)N1CCc2ccccc21 | ? | -2% | ? | 9% | 3% | -3% | -1 | -0.1% | -2% | 5% | 19%
O=C(COC(=O)Cn1cnc2ccccc2c1=O)Nc1ccc(Cl)c(C(F)(F)F)c1 | -20% | -1% | 7% | -3% | -1%[46.1 µM] | 3% | 1 | -1.4% | 0% | -11% | -9%
Cc1cc(Cl)c(S(=O)(=O)NCc2ccncc2)cc1OCC(N)=O | -23% | 4% | -3% | -3% | 1% | 3% | 3 | 0.0% | -2% | -9% | -2%
CC1CCCCC12NC(=O)N(CC(=O)N1CCN(S(=O)(=O)/C=C/c3ccccc3)CC1)C2=O (configuration not stated) | 4% | 3% | -1% | -2% | 8% | -18% | 2 | -2.5% | -2% | 0% | 5%
CCN(CC)S(=O)(=O)c1ccc(N2CCOCC2)c(NC(=O)Cc2cccc3ccccc23)c1 | 7.3µM* | -7% | ? | 8% | -4%[46.1 µM] | 6% | -5 | 0.8% | 1% | -2% | -3%
Cc1cccc(Nc2nc(N)nc(-c3oc4ccccc4c3C)n2)c1 | -3% | -9% | ? | 21% | 0% | -8% | -8 | -0.2% | -3% | -2% | -1%
COc1ccc(CCNC(=O)CSc2nnc3ccccn23)cc1 | -4% | 3% | -3% | -6% | -4% | 2% | 1 | -1.1% | -1% | -2% | 6%
COc1cc(/C=N/n2nnnc2Nc2ccccc2)cc(OC)c1OC | 23µM* | -3% | 4% | -4% | 0%[46.1 µM] | 2% | -4 | -1.3% | 0% | 14% | -2%
Cc1ccc(COc2ccc(/C=N/O)cc2)cc1 | ? | -1% | ? | 18% | -3%[46.1 µM] | -5% | -22 | 0.1% | -3% | 0% | -5%
CCOc1cnc(-c2ccc(Cl)cc2)o1 | ? | 2% | ? | -4% | -8% | 6% | 4 | -0.2% | 0% | -4% | -10%
CCN(CC)C1CCN(C(=O)c2cc(COc3ccc(F)cc3Cl)on2)C1 (configuration not stated) | ? | 1% | ? | -8% | 3% | 6% | -5 | 0.0% | -4% | -1% | -1%
